Source: PubChem BioAssay
Pf Dd2 inh = qHTS Primary assay for Inhibitors of Plasmodium falciparum Dd2 growth in vitro. P. falciparum Dd2 growth, SYBR Green, 72 h. hit rate 4.3% among 120,000. Potency, µM (titrated, usually from 28.9 µM), inactives show at the top dose activity, negative = inhibition, usual class: inhibitors; active = well fitted inhibition curve with a large enough effect; inconclusive = small, poorly fitted or top-dose-only effect; inactive = no such curve, though single readings can be large or run the other way;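 also: plate controls were DMSO vehicle for no effect and reference drug for full effect; nearly all actives have a fitted effect of over 65% in size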
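Readout: SYBR Green fluorescence, 485 nm excitation, 535 nm emission, after ~16 h lysis at 37C. Before that, Dd2-infected red cells (2.5% hematocrit) grew 72 h with compound, 29 uM top final concentration.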
An asterisk follows results filed as active; i = inactive; ? = inconclusive; [ ] = remark or other dose. Potency is read from the fitted curve at half-maximal effect. These rows are one share of the data; rates above refer to the full screens.

Sample of the layout:
SMILES | Pf Dd2 inh
Cc1ccc(CN2C(=O)OC(c3cccc(NC(=O)c4cccs4)c3)C2C(=O)NCC(C)C)cc1 (stereo not drawn) | -16%
COCCC(=O)NCCC1CCN(C(=O)Nc2ccc(C)cc2)CC1 | -9%
Cc1nc2cccnc2n1-c1cccc(C(=O)NCCc2ccc(S(N)(=O)=O)cc2)c1 | ?

The whole of this part, from the first entry:
SMILES | Pf Dd2 inh
Cc1ccc(CN2C(=O)OC(c3cccc(NC(=O)c4cccs4)c3)C2C(=O)NCC(C)C)cc1 (stereo not drawn) | -16%
COCCC(=O)NCCC1CCN(C(=O)Nc2ccc(C)cc2)CC1 | -9%
Cc1nc2cccnc2n1-c1cccc(C(=O)NCCc2ccc(S(N)(=O)=O)cc2)c1 | ?
O=C(Cc1cccc(F)c1)N1CCC2(CCCCO2)CC1 | i
CN(C)C(=O)c1ccc2c(c1)N(C)C(CC(=O)NC(C)(C)c1ccccc1)CO2 (stereo not drawn) | 6%
CCc1cccc(NC(=O)N2CCc3c(c4cc(F)ccc4n3C)C2)c1 | ?
COc1ccc(Cn2c(C3CCN(C(=O)c4ccc(F)cc4)CC3)n[nH]c2=O)cc1 | i
CCOc1ccccc1NC(=O)c1cc2c(=O)oc3ccccc3c2s1 | 28%
O=C(NCCn1ccn2nc(-c3ccc(F)cc3)cc2c1=O)c1c(F)cccc1Cl | 3%
CC(=O)N1CCC(C(=O)N2CCC3(CC2)NCc2ccccc2-n2ccnc23)CC1 | i[5.79 µM]
CC(C)c1ccccc1OCC(=O)c1ccc2c(c1)N(CC(=O)N1CCOCC1)C(=O)CO2 | i
O=C1OCCN1C1CCN(Cc2ccc(C(F)(F)F)cc2)CC1 | 1%
CCOc1ccc(NC(=O)c2cc(S(=O)(=O)N3CCCC3)c[nH]2)cc1 | -22%
O=C1NCCCc2[nH]c(-c3cnn(-c4ccc(F)cc4)c3)nc21 | -3%
O=C(Cc1ccccc1)NCC1CN(Cc2ccc3[nH]ccc3c2)CC12CN(c1ccccc1)C2 (stereo not drawn) | i
O=C(Nc1cccc2ccccc12)O[C@@H]1CO[C@H]2[C@@H]1OC[C@@H]2NC(=O)c1ccco1 | -2%[44.1 µM]
O=C(NCc1ccccc1)c1nc2c(o1)CCN(Cc1ccc(F)c(Cl)c1)CC2 | -21%[44.1 µM]
Cc1c(Cl)cccc1-n1ncc(C(=O)NC2CCCC2)c1C1CCN(C(=O)OC(C)(C)C)CC1 | ?
O=C(CC1CCOCC1)N1CCN(Cc2ccc(F)cc2F)CC1 | 85%[activator]
CCN1CCN(C(=O)c2cc3n(n2)CC(c2ccc(Br)cc2)OC3)CC1 (stereo not drawn) | -15%
CC(C)c1ccccc1NC(=O)C(Cc1c[nH]c2ccccc12)NC(=O)OC(C)(C)C (stereo not drawn) | ?
COc1ccc([C@@H]2CN(c3nccc(C)n3)[C@@H]3C4CCN(CC4)[C@@H]32)cc1 | ?
O=C(NCc1ccccc1)C1CCC(=O)N1C1CCN(C(=O)c2cc(F)ccc2F)CC1 (stereo not drawn) | -15%
O=C1CC2(CCN(C(=O)c3ccc4c(c3)OCO4)CC2)Oc2ccccc21 | ?
CC(C)c1ccc(C(=O)N2CC(C(=O)NC3CCCCC3)C3(CCOCC3)C2)cc1 (stereo not drawn) | -17%
COCCN(C)C[C@@H]1CN(C(=O)c2ccc(=O)[nH]n2)C[C@@H]1CO | -5%
O=C(Nc1ccc2nc(SCCOc3ccccc3Cl)sc2c1)c1ccc2c(c1)OCO2 | i
Cc1ccc(/C=C/c2onc(C)c2S(=O)(=O)N2CCC(C(=O)NCc3ccc(Cl)cc3)CC2)cc1 | -9%
Cc1nn(CC(=O)NC(C)Cc2cnccn2)c(=O)n1CCc1ccccc1 (stereo not drawn) | -20%
CCc1nnc(SCc2nc(-c3ccccc3Cl)oc2C)c2cc3sc(C)cc3n12 | 25%
CCOC(=O)c1[nH]c(C)c(CCC(=O)NC(C)c2ccccc2)c1C (stereo not drawn) | -20%
COc1ccc(C(=O)NCc2ccc3c(c2)CCN3C(=O)c2cccc(C)c2)cc1OC | 28%
C[C@]1(CO)C2CC[C@@H](O)[C@@H](CC(=O)N3CCCC3)[C@]2(C)CC[C@H]1OC(=O)Nc1cccc(F)c1 (stereo partly drawn) | -6%
O=C(NCC(c1cccnc1)N1CCN(Cc2ccccc2)CC1)C(=O)Nc1ccc(F)cc1 (stereo not drawn) | ?
COc1nc2c(cc1CNC(=O)CCc1ccccn1)C(=O)N(C1CCCC1)C2 | -3%
COCCOCc1nc(C2CCN(C(=O)NCc3ccc(OC)cc3)CC2)no1 | ?

Rewritten in CSV form: entries from further up.
molecule,Pf Dd2 inh
O=C(NCc1ccccc1)C1CCC(=O)N1C1CCN(C(=O)c2cc(F)ccc2F)CC1 (stereo not drawn),-15%
O=C1NCCCc2[nH]c(-c3cnn(-c4ccc(F)cc4)c3)nc21,-3%

(further entries)
SMILES | Pf Dd2 inh
COc1cccc(CNC(=O)CN(C)S(=O)(=O)c2ccc3[nH]c4c(c3c2)CCCC4)c1 | -16%
COc1cccc(NC(=O)c2ccc3c(c2)NC(C)(COc2ccc4[nH]ccc4c2)CO3)c1 (stereo not drawn) | -4%
NCC(=O)N1Cc2ccccc2CC2(CCCCN2CC2CCOCC2)C1 (stereo not drawn) | -17%
Cc1ccccc1OCC(=O)Nc1ccccc1C(=O)OCc1cc(=O)n2nc(C3CC3)sc2n1 | -3%
O=C(NCc1ccncc1)C1CN(Cc2ccccn2)CC12CCOCC2 (stereo not drawn) | 20%
O=C(CN1C(=O)COc2ccc(C(=O)COc3ccccc3F)cc21)Nc1ccc(F)cc1 | i
COCCN1CCCCCC(O)c2cc(C(=O)NC3CCC3)ccc21 (stereo not drawn) | i
COc1ccccc1C(O)c1nc(Nc2ccc(Cl)cc2)n[nH]1 (stereo not drawn) | i
CC1CCN(C(=O)Cn2ncc3c4ccccc4n(Cc4ccc(Cl)cc4)c3c2=O)CC1 | -17%
CCOCCCNC(=O)NCC12CCCC=C1NC(=O)CC2 (stereo not drawn) | -8%
COCCOC1CCN(S(=O)(=O)c2ccccc2C)CC1 | 14%
COc1ccc(Cl)cc1NC(=O)Cn1ccn2nc(-c3ccc(F)cc3)c(CO)c2c1=O | 18%
C[S+](=O)([O-])N1Cc2ccccc2CC2(CCCN(CCc3ccccc3)C2)C1 (stereo not drawn) | -29%
CCOc1ccc(CCNC(=O)CCc2c(C)nc3c(c(C)nn3-c3ccccc3)c2C)cc1OCC | 7.9µM*
COC[C@H]1CCCN1[C@@H]1[C@H](O)[C@H](CO)O[C@@H]1CN(Cc1cccc(Cl)c1)Cc1cccc(Cl)c1 | 0.71µM*
O=C1CCC2(CNC(=O)c3cnccn3)CCCC=C2N1 (stereo not drawn) | 1%
CC(C)CC(NC(=O)C1CCCCC1)C(=O)Nc1cccc(C(F)(F)F)c1 (stereo not drawn) | ?
COc1ccc(-c2nnc(SCC(=O)N3CCc4ccccc43)o2)cc1OC | 10%
COc1ccc(C(=O)NC2CCCN(CCc3ccccc3)C2)c(OC)n1 (stereo not drawn) | ?
O=C(NC1CCCN(c2cc(-c3ccc(F)cc3)[nH]n2)C1)c1cccc(Br)c1 (stereo not drawn) | -7%
Cc1noc(C)c1S(=O)(=O)N1CCc2n[nH]c(=O)n2CC1 | -5%
CCc1ccc(CN2CC3ON=C(C(=O)O)C3C2)cc1 (stereo not drawn) | 18%[44.1 µM]
CCn1ccc(C(=O)N2CCC3(CC2)NCc2ccccc2-n2ccnc23)n1 | i[5.79 µM]
COc1cccc(C(C(=O)NCc2ccccc2)N(C(=O)Cn2nnc3ccccc32)c2cccc(C(C)=O)c2)c1 (stereo not drawn) | ?
O=C(O)CCC(=O)NC[C@H]1Cn2c(-c3ccc(Cl)cc3)cnc2CO1 | 12%[44.1 µM]
COc1cccc(-c2cc(C(F)(F)F)n3nc(C)c(-c4ccccc4)c3n2)c1 | -14%
Cc1noc(C)c1-c1cc2cc(CN(C)C)oc2c(NCc2cccc(F)c2)n1 | ?
Cc1c(Cl)cccc1NC(=O)c1cnc2sc(N3CCCC3)nn2c1=O | 36%[activator]
CC(=O)c1ccc(NC(=O)NC[C@@H]2C=C(C)[C@H](CC(=O)N(C)Cc3cccnc3)C[C@H]2C(C)C)cc1 | ?
O=C1COCCN1C1CCN(Cc2ccc(F)cc2)CC1 | -2%[44.1 µM]
COc1ccc(Nc2cc(C(=O)NCc3ccccc3)c3ccccc3n2)cc1 | -7%
CC(C)CN1C(=O)C(C)(C)[S+](=O)([O-])[C@H]2CN(Cc3cccc(C(=O)O)c3)C[C@@H]21 | 36%[activator][44.1 µM]
Cc1ncc2n1C(=O)N(C1CCN(Cc3ccnn3C)CC1)C2 | ?
O=C(NCc1ccccc1)c1ccc2c(c1)N(Cc1ccc(F)cc1)CCS2 | ?
COc1ccc(C2=NS(=O)(=O)N(C)C(C(=O)NC(C)c3ccccc3)=C2)cc1OC (stereo not drawn) | ?
COc1ccc(NC(=O)c2cn3ccnc(-c4ccc(F)cc4)c3n2)cc1OC | 1%
COc1ccccc1Cn1ccn(Cc2ccc(C)cc2)c(=O)c1=O | 21%
CC(=O)N1Cc2ccccc2CC2(CCCN(Cc3ccccn3)C2)C1 (stereo not drawn) | ?
Cn1cc(-c2cnc(Nc3ccc(N4CCOCC4)cc3)c3c2CCO3)cn1 | ?
CC(C)n1nccc1S(=O)(=O)N[C@@H]1[C@@H](Cc2ccccc2)[C@H]2OCC[C@@H]12 | ?
COc1cccc(CC(=O)NCc2ccc3c(c2)CCN3C(C)=O)c1 | 11%
CC1=NOC2(CCN(CC3CC3)CC2)C1 | 36%[activator][44.1 µM]
CC(C)N1CCN(Cc2ccccc2-c2ccco2)CC1CCO (stereo not drawn) | -9%
CCCCC(=O)Nc1cccc(OCc2cc(=O)n3ccccc3n2)c1 | 31%[activator]
CCC(=O)N1CCc2sc(C(=O)NCc3ccc(C)cc3)cc2C1 | i
Cc1c2cnn(-c3ccccc3)c(=O)c2c(C)n1CC(=O)N1CCN(c2cccc(Cl)c2)CC1 | 25%
COc1ccc(-c2cc3nc4c(c(=O)n3[nH]2)CN(C(=O)c2ccc(C)nc2)CC4)cc1 | -17%[5.79 µM]
COc1ccc(CNC(=O)CC[C@]23CC[C@](C)(O)C[C@H]2C(C)(C)C[C@@H]3NC2CCOCC2)cc1 | ?
O=C(NCc1ccccc1)c1ccc2nc(CCc3ccccc3)oc2c1 | 3%
O=C(c1cnco1)N1CC(F)(F)C[C@H]1c1nc(-c2ccncc2)no1 | 22%
COCCn1cc(CN2CCN(c3cccc(OC)c3)CC2)ccc1=O | 7%
Cc1ncsc1CN(Cc1ccccc1)C(=O)c1cn(CCC2CCCCC2)nn1 | -19%
COc1ccc(OC)c(NC(=O)c2ccc3nc(C(C)C)oc3c2)c1 | 85%[activator]
COc1cc2c(cc1OCc1cccnc1)N(C(=O)Cc1cccc(Cl)c1)CC21CCN(CC(=O)O)CC1 | ?
Cc1noc(C)c1-c1cc2cc(CNC3CC3)oc2c(NC2CCN(C)CC2)n1 | -14%[44.1 µM]
C[C@H]1[C@@H]2[C@@H](O)C([C@H](C)C(=O)NC(C)(C)C)CC[C@@]2(C)CC[C@@H]1NS(C)(=O)=O (stereo partly drawn) | -20%[44.1 µM]
O=C(Nc1cccc(C(F)(F)F)c1)C1CCCN1S(=O)(=O)c1cccc2nsnc12 (stereo not drawn) | 41%[activator]
COc1cc(C2c3c(-c4ccccc4O)n[nH]c3C(=O)N2Cc2ccco2)ccc1OCC(C)C (stereo not drawn) | 2.2µM*
Cc1nn(S(=O)(=O)c2ccc(F)cc2)c(C)c1S(=O)(=O)N1CCCCC1 | 11%
CCC(=O)N1CCc2cc(Br)cc(S(=O)(=O)CCC(=O)NCc3ccccc3)c21 | i

By substructure, the compounds so far containing bromine
SMILES | Pf Dd2 inh
CCN1CCN(C(=O)c2cc3n(n2)CC(c2ccc(Br)cc2)OC3)CC1 (stereo not drawn) | -15%
O=C(NC1CCCN(c2cc(-c3ccc(F)cc3)[nH]n2)C1)c1cccc(Br)c1 (stereo not drawn) | -7%
CCC(=O)N1CCc2cc(Br)cc(S(=O)(=O)CCC(=O)NCc3ccccc3)c21 | i

The main list resumes, starting 2 compounds before the break.
SMILES | Pf Dd2 inh
Cc1nn(S(=O)(=O)c2ccc(F)cc2)c(C)c1S(=O)(=O)N1CCCCC1 | 11%
CCC(=O)N1CCc2cc(Br)cc(S(=O)(=O)CCC(=O)NCc3ccccc3)c21 | i
CCc1ocnc1C(=O)N1CCC2(CC1)CC(c1ccccc1)CN(C)C2 (stereo not drawn) | -20%
Cc1noc(-c2ccn3c(CNC(=O)c4ccc(C)c(C)c4)nnc3c2)n1 | -5%
CC(C)(CN1CCC(Cc2ccc(C(=O)O)cc2)C1)N1CCOCC1 (stereo not drawn) | -9%
O=C(c1cccc(-c2ncc[nH]2)c1)N1CCn2nc(Cc3ccccc3)cc2C1 | -21%
CCOc1ccccc1NC(=O)N(Cc1ccc(C)o1)C1CCN(C(C)=O)CC1 | 3%
COCCNC(=O)c1ccc2c(c1)N(C)C(CC(=O)N(C)CC(C)C)CO2 (stereo not drawn) | -3%
CN1CC(=O)N(C2CCCC2)Cc2c1ncnc2N1CCN(c2ncccn2)CC1 | ?
CCc1ccc(NC(=O)C2CCN(S(=O)(=O)c3c(C)noc3C)CC2)cc1 | -25%
Cc1ccc(-c2nn(-c3cccc([N+](=O)[O-])c3)c3c2cnc2ccc(F)cc23)cc1 | 26%
Cc1cn2nc(C(=O)NCc3cccnc3)cc2c(N2CCCC2)n1 | 0%
CN(C)CC(=O)N1Cc2ccccc2CC2(CCCN(CCc3ccccc3)C2)C1 (stereo not drawn) | 5µM*
CC(C)CCn1c(SCc2ccc(F)cc2Cl)nc2ccsc2c1=O | i
COC1CN(c2cccc(F)c2)C12CCN(C(=O)CCC1CCCC1)CC2 (stereo not drawn) | -16%
